# WRN inhibitor: qHTS for Inhibitors of WRN Helicase; Bifunctional 3'-5' exonuclease/ATP-dependent helicase WRN (Homo sapiens), Q14191; WRN helicase unwinding, fluorescent forked duplex, kinetic; Potency, µM (doses to about 114 µM), inactives show at the highest dose activity change, negative = inhibition, hits mostly inhibitors; 0.46% of 360,000 active; also: potency is read from the fitted curve at half-maximal effect; % is scaled to controls: 0 for no effect and ±100 for the full control effect; nearly all actives have a fitted effect of over 55% in size
# Target sequence (Q14191 whole entry, looked up): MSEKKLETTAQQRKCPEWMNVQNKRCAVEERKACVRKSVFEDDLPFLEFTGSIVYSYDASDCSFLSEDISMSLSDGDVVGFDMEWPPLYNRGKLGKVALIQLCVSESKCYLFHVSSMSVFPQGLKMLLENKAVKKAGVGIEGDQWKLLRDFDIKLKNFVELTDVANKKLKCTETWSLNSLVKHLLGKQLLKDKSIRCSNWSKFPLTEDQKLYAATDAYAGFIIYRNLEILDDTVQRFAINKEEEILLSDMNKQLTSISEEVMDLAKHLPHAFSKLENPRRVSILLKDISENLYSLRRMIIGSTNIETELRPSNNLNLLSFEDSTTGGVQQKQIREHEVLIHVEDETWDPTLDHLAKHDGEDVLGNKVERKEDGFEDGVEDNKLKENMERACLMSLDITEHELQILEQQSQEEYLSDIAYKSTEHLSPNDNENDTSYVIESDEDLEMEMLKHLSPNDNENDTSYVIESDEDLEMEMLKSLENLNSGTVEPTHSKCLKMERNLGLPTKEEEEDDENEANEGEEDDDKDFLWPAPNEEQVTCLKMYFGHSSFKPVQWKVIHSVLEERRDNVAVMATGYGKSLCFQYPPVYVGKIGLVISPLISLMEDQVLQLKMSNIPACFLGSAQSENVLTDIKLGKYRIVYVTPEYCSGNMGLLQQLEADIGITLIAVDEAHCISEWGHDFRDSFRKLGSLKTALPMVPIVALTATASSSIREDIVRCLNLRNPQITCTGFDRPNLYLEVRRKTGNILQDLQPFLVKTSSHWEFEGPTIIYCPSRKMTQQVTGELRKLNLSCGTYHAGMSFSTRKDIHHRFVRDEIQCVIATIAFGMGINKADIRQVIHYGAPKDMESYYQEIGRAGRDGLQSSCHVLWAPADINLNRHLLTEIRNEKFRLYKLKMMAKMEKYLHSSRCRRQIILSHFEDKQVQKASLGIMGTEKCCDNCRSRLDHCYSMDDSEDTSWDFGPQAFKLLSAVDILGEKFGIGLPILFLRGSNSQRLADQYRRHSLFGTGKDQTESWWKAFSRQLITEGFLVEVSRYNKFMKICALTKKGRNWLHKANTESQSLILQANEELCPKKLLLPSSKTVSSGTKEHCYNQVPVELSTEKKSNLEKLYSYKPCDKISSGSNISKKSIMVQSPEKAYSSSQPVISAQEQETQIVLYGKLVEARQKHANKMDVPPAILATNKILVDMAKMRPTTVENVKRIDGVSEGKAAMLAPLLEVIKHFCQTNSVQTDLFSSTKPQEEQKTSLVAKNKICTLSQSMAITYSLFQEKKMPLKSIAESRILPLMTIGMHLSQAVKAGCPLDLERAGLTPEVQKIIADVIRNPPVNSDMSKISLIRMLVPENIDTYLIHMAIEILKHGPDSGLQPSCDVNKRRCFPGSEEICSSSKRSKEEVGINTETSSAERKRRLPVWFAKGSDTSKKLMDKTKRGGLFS
#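 Kinetic red-fluorescence monitoring (525/598 nm) tracks WRN helicase activity after 100 nM fluorophore-quencher forked duplex and 2 mM ATP are added to 20 nM enzyme pretreated 15 min at room temperature with compound.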
# HT1080 IDH1KD tx: qHTS for induction of synthetic lethality in tumor cells producing 2HG: qHTS for the HT-1080-IDH1KD cell line. Potency, µM (series often up to 46.1 µM), for the others: at the top dose activity, negative = toxicity, most hits filed as cytotoxic. AID 686971, 2013. HT-1080 IDH1 knockdown viability, ATP luminescence, 48 h. 2% of 360,000 active;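 also: potency is read from the fitted curve at half-maximal effect; 0% = DMSO wells and -100% = cell-free medium wells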
#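 In this qHTS, HT-1080 cells depleted of IDH1 are exposed for 48 h at 37 °C to compound titrations. Toxicity is scored from CellTiter-Glo luminescence, with DMSO as full viability and medium alone as none.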
# KB-V1 MDR tox: qHTS assay for MDR1-selective chemotherapeutics: Primary screen using the drug-selected MDR subline cells KB-V1; KB-V1 MDR cells viability, CellTiter-Glo, 72 h; Potency, µM (titrated, usually from 46.1 µM), without a hit: at the highest dose activity change, negative = cytotoxicity, usual class: cytotoxic; 3.4% of 400,000 active; also: potency is read from the fitted curve at half-maximal effect; % is scaled to controls: 0 for no effect and ±100 for the full control effect; nearly all actives have a fitted effect of over 60% in size
#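 Compound-treated KB-V1 multidrug-resistant cells, 72 h, 37 degrees C; viability by CellTiter-Glo. Fitted qHTS curves give the values.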
# ATXN2 expr inh: Primary qHTS for Inhibitors of ATXN expression; 0.72% of 360,000 active; Potency, µM (doses to about 57 µM), for the others: at the highest dose activity change, negative = inhibition, actives largely listed as inhibitors; HEK-293 ATXN2-luciferase reporter, luminescence, 24 h; also: potency is read from the fitted curve at half-maximal effect; % is scaled to controls: 0 for no effect and ±100 for the full control effect; nearly all actives have a fitted effect of over 55% in size
#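 qHTS (up to 57 uM final) was run with 24 h compound exposure of reporter cells at 37 °C. Each well was multiplexed: SteadyGlo luminescence measured ATXN2-luciferase expression after a fluorogenic Gly-Phe-AFC viability readout (25 uM final).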
# SW480 rerep: A quantitative high throughput screen for small molecules that induce DNA re-replication in SW480 colon adenocarcinoma cells | 1.8% of 340,000 active | Potency, µM (top dose mostly 46.1 µM), for the others: top-dose re-replication activation, most hits filed as activators | AID 624297, 2012 | SW480 DNA re-replication, Hoechst DNA content imaging, 48 h; also: potency is read from the fitted curve at half-maximal effect; % of control where 0% means no effect; nearly all actives have a fitted effect of over 55% in size
#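 SW480 cells exposed to compounds for 48 hr at 37 C, 5% CO2, then Hoechst-stained 40 min. Nuclear DNA content imaged by fluorescence scanning (405 nm excitation, 500-530 nm emission); re-replication scored as increased high-intensity nuclei.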
# MCF10A rereplic: A quantitative high throughput screen for small molecules that induce DNA re-replication in MCF 10a normal breast cells. MCF 10A DNA re-replication, Hoechst nuclear intensity, 48 h. Potency, µM (series often up to 46.1 µM), inactives show at the top dose activity, positive = re-replication, actives largely listed as activators. 2.9% of 350,000 active. AID 624296, 2012; also: potency is read from the fitted curve at half-maximal effect; % of control where 0% means no effect; nearly all actives have a fitted effect of over 50% in size
# HT1080NT lethal: qHTS for induction of synthetic lethality in tumor cells producing 2HG: qHTS for the HT-1080-NT fibrosarcoma cell line. Potency, µM (top dose mostly 46.1 µM), for inactives: at the top dose activity, negative = less viability, hits mostly cytotoxic. AID 686970, 2013. HT-1080-NT fibrosarcoma viability, CellTiter-Glo ATP luminescence, 48 h. 1.6% of 360,000 active;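 also: NT is the 2HG producing partner of a matched IDH1 knockdown line; potency is read from the fitted curve at half-maximal effect; 0% = DMSO-treated cells and -100% = media-only wells without cells; nearly all actives have a fitted effect of over 55% in size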
#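 A 48-hour cytotoxicity screen used HT-1080-NT cells plated 2 hours before compound delivery. ATP-based CellTiter-Glo luminescence measured viability, normalized to DMSO and no-cell controls.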
# KB-3-1 cytotox: qHTS assay for MDR1-selective chemotherapeutics: Primary screen using the parental adenocarcinoma cell KB-3-1 | KB-3-1 viability, CellTiter-Glo ATP luminescence, 72 h | Potency, µM (doses to about 46.1 µM), for the others: at the highest dose activity change, negative = cytotoxic, usual class: cytotoxic | 1.4% of 400,000 active | AID 1347075, 2019; also: potency is read from the fitted curve at half-maximal effect; % is scaled to controls: 0 for no effect and ±100 for the full control effect; nearly all actives have a fitted effect of over 60% in size
#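 Multi-concentration cytotoxicity screen in KB-3-1 cells grown in DMEM lacking phenol red with 10% FBS. After 72 h at 37 °C with compound, ATP-dependent luminescence was recorded.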
# IL1B secr inh: qHTS for Inhibitors of Inflammasome Signaling: IL-1-beta AlphaLISA Primary Screen | THP-1 LPS/ATP IL-1B secretion, AlphaLISA, 16 h; active compounds read low | activity change, % at 57.5 µM | 4.7% of 360,000 active; in the data active = activity change below about -50%; inconclusive = mostly about -30% to -49%; also: % is scaled to controls: 0 for no effect and ±100 for the full control effect
#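 THP-1 cells pretreated 1 hr with compounds (up to 57.5 uM final), then stimulated with LPS (250 ng/mL final) plus ATP (1.25 mM final); secreted IL-1B measured by AlphaLISA after 16 hr, decreased signal indicating inhibition.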
# An asterisk follows results filed as active; i = inactive; ? = inconclusive; · = no result given; [ ] = remark or other dose. Unless noted, calls follow the shape of the dose curve; as a rule, active = well fitted curve in the direction sought with a large enough effect; inconclusive = small, poorly fitted or top-dose-only effect, or another doubt; inactive = no such curve, though single readings can be large; an effect the other way counts as inactive or inconclusive.
SMILES,WRN inhibitor,HT1080 IDH1KD tx,KB-V1 MDR tox,ATXN2 expr inh,SW480 rerep,MCF10A rereplic,HT1080NT lethal,KB-3-1 cytotox,IL1B secr inh
C=CCOn1c(C)c(C(C)=O)c2c3no[n+]([O-])c3ccc21,-14%,1%,-11%,0%,-1%,1%,-10%,10%,-16
Cc1cccc(Cl)c1NC(=S)NCCc1ccccn1,0%,20%,3%,5%,-44%[inhibitor],17%,21%,?,-3
O=C(Cc1ccc(-c2ccccc2)cc1)OCC(=O)N1CCCC1=O,6%,13%,-10%,-1%,-12%,-25%,-3%,?,-20
CCOC(=O)c1cc2occc2n1CC(=O)Nc1ccc(OC)cc1OC,-2%,-6%,?,4%,-1%,10%,-4%,-1%,7
CC(C)Nc1nnc(SCC(=O)c2c[nH]c3ccccc23)s1,-12%,12%,?,3%,12%,-5%,2%,11%,29
O=C(CSc1ccc2nnc(CCNC(=O)c3ccc(F)cc3)n2n1)NCc1ccco1,-17%,3%,1%,-4%,?,6%,1%,6%,i
O=C(c1ccc(COc2ccc(F)cc2)o1)n1cc(Br)cn1,?,-9%,-1%,15%,-3%,?,-1%,-1%,21
Oc1ccccc1C=NN=C1c2ccccc2-c2ccccc21,-5%,-4%,?,31%,?,17%,?,-5%,-6
CC(C)[C@H](NC(=O)OCc1ccccc1)C(=O)OCC(=O)N1CCCCC1,11%,9%,-12%,19%,4%,-2%,1%,-1%,12
COc1cc(NC(=O)c2cccc([N+](=O)[O-])c2)ccc1NC(=O)c1cc2ccccc2o1,1%,-3%,-26%,-11%,-1%,?,-3%,?,-1
CCc1nnc(NC(=O)c2cccc(S(=O)(=O)N3CCCC3)c2)s1,-7%,-2%,-19%,1%,-8%,9%,-2%,12%,18
O=C(CCN1C(=O)/C(=C\c2ccccc2)SC1=S)N1CCCCC1,-6%,?,-21%,?,1%,?,-1%,?,-100*
Nn1c(COc2ccc(Cl)cc2)n[nH]c1=S,3%,4%,?,16%[11.3 µM],-3%,3%,1%,-2%,-3
Cc1ccc(-c2nnc(NC(=O)c3ccco3)o2)c(C)c1,-15%,-21%,?,-9%,?,?,?,?,-3
CC1(C)C(N(O)C(=O)Nc2ccc(Cl)cc2)N(c2ccc(Cl)cc2)C(=O)N1CC(=O)NN (stereo unspecified),-14%,?,4%,-37%,-13%,?,-35%,0%,-53*
Cc1ccc(-c2nc(SCC(=O)N(C)c3c(N)n(Cc4ccccc4)c(=O)[nH]c3=O)n[nH]2)cc1,-1%,3%,4%,4%,-1%,2%,13%,12%,39
CC(=O)Nc1ccc(N2C(C(C)=O)=NN(c3ccc(Cl)cc3)C2c2sccc2C)cc1 (stereo unspecified),-5%,7.9µM*,?,0%,?,23µM*,?,1%,-7
Cc1ccc(S(=O)(=O)Nc2ccc(Nc3nccn4c(-c5ccc6ccccc6c5)cnc34)cc2)cc1,-6%,-1%,12µM*,16%,·,·,-24%,-17%,-7
O=C(Nc1ccc(N2CCN(c3ccccc3)CC2)c(F)c1)C1CC1,0%,-1%,0%,·,-5%,-1%,12%,4%,5
Nc1nonc1-n1nnc(C(=O)N/N=C/c2cccc(F)c2)c1-c1ccc2c(c1)OCO2,5%,10%,?,-10%,4%,13%,0%,-3%,-8
O=C(OCC1CCCN2CCCCC12)c1ccc2c(c1)OCO2 (stereo unspecified),·,1%,-2%,4%,-3%,1%,3%,14%,-3
CCn1cc(C(=O)C(F)(F)F)c2ccccc21,-1%,-3%,7%,1%,-12%,3%,1%,-1%,15
CC[C@@H](C)[C@@H]1CN([C@@H](C)CN2CCC[C@H]2CN2C(N)=NC[C@H]2CC(C)C)C(=N)N1CCc1ccc(Cl)c(Cl)c1,-6%,-3%,0%,14%,6%,7%,1%,0%,?
Cc1ccc(-c2ccc(=O)n(CC(=O)NCc3ccc(F)cc3)n2)cc1,-11%,1%,5%,-3%,-3%,-2%,0%,15%,-27
CC(C)(C)[C@@H]1CCC(=O)N(CC[C@H](Sc2ccc(Br)cc2)c2ccccc2)CC1,-7%,?,?,-10%,?,?,?,?,0
CCCCN(C(=O)c1ccccc1OCc1ccc(F)cc1)c1c(N)n(CCC)c(=O)[nH]c1=O,2%,-12%,?,-2%,-8%,0%,1%,2%,6
CN(CC(=O)NCCc1ccc(F)cc1)Cc1ccccc1,2%,-1%,1%,0%,?,0%,2%,2%,-4
COc1ccc(NC(=O)CSc2[nH]c(=O)cc(C)c2C#N)cc1OC,-16%,2%,0%,5%,-1%,0%,2%,2%,45
OC(CN1CCCCC1)Cn1c2ccc(Cl)cc2c2cc(Cl)ccc21 (stereo unspecified),27%,?,?,?,?,?,21µM*,?,·
CC(C)C(=O)Nc1cccc(S(=O)(=O)c2cccc(NC(=O)C(C)C)c2)c1,-10%,-4%,7%,-7%,2%,?,-5%,-11%,-2
COc1cc(C2c3cc4c(cc3C(O)C3COCC23)OCO4)cc(OC)c1OC (stereo unspecified),-6%,?,?,-9%,13µM*,?,26µM*,5.2µM*,64
COCCN(CC(=O)Nc1cccc(C)c1C)C(=O)Cc1sc(C)nc1-c1ccc(F)cc1,2%,-1%,-2%,-15%,2%,-3%,-3%,0%,0
COc1ccccc1CNCC(=O)NCc1ccc(C)cc1,4%,-1%,-13%,-14%,-3%,1%,6%,0%,-14
Cc1ccccc1S(=O)(=O)N1C(c2ccc(Cl)c(Cl)c2)CC=C(C(=O)O)C1c1cccc(Br)c1 (stereo unspecified),-28%,?,-8%,·,·,·,?,-13%,50
CN(NC1OC(=O)c2ccccc21)c1ccc(Cl)cc1[N+](=O)[O-] (stereo unspecified),?,-18%,0%,-7%,-12%,12%,-2%,-1%,9
CC(Sc1cccc[n+]1[O-])C(=O)Nc1cccc([N+](=O)[O-])c1 (stereo unspecified),5%,-5%,4%,22%,-14%,-16%,-1%,1%,5
CCOC(=O)c1ccc(NC(=O)CSc2nnc(C)n2-c2ccccc2)cc1,6%,14%,-24%,4%,7%,-3%,-16%,15%,9
CS(=O)(=O)N(CC(=O)N/N=C/c1cccc2c1OCCO2)c1ccccc1Br,-3%,14%,20%,2%,-7%,-9%,0%,12%,2
O=[N+]([O-])c1ccc(-n2nncc2-c2ccc(Cl)cc2)cc1,11%,2%,-23%,-14%,6%,15%,-4%,12%,-7
Cc1nn(Cc2ccccc2Cl)c2sc(C(=O)Nc3ccccc3N3CCOCC3)cc12,-7%,1%,?,-25%,174%,9.2µM*,6%,?,0
Cc1ccc(C(=O)N2CCN(c3ccc([N+](=O)[O-])cc3-n3cccc3)CC2)cc1,-8%,-21%,-11%,-27%,-4%,0%,-20%,?,?
Cc1ccc(Nc2ncc3c(n2)CC(c2ccco2)CC3=O)c(C)c1 (stereo unspecified),-9%,2%,-6%,6%,2%,-2%,-2%,1%,0
Cc1cc(C(=O)Nc2ncc(C)s2)c2ccccc2n1,-4%,-29%,-21%,-25%,8%,-4%,-18%,?,9
CC(C)(C)n1nc2c(c1NC(=O)Cc1ccc(F)cc1)CS(=O)(=O)C2,0%,9%,0%,7%,-11%,-2%,2%,8%,-1
Cc1cc(Cl)c2oc(C(=O)N3CCN(c4cccc(C)n4)CC3)c(C)c2c1,-31%,1%,-7%,57%[activator],-49%[inhibitor],?,-5%,1%,-17
CN(C[C@H](c1ccccc1)N(C[C@H](Cc1ccccc1)N(CCc1ccccc1)N=O)N=O)N=O,-6%,3%,-3%,-2%,4%[9.22 µM],-38%[inhibitor],2%,-18%,-3
C[C@H]1COC(=O)CCCC/C=C\C[C@H](CC(=O)N(CCO)Cc2ccccc2)C(=O)N1,-3%,6%,?,8%,30%,-67%[inhibitor],13%,0%,27
O=S(=O)(NCC1CCCN(Cc2ccccc2)C1)c1cccc2cccnc12 (stereo unspecified),14%,-2%,-4%,0%,-6%,-10%,-4%,-1%,?
Cc1cc(C)n(S(=O)(=O)Cc2ccccc2)n1,2%,11%,26%,6%,0%,-22%,9%,-6%,0
O=C(c1ccc(S(=O)(=O)N2CCCCCC2)cc1)N1CCC(CN2C(=O)c3cccc4cccc(c34)C2=O)CC1,1%,-13%,6%,-6%,1%,13%,-3%,-6%,?
CCCCCNCc1ccc(Br)cc1,-8%,-25%,?,-12%,?,27%,-15%,5%,?
CCCCCCN1C[C@H](n2cc(-c3ccc(F)cc3)nn2)[C@@H](O)C[C@@H]1c1ccc(Cl)cc1,-12%,?,?,32µM*,·,·,?,?,-104*

# IL1B secr inh, what is marked active above.
Molecule	WRN inhibitor	SW480 rerep	IL1B secr inh
O=C(CCN1C(=O)/C(=C\c2ccccc2)SC1=S)N1CCCCC1	-6%	1%	-100*
CC1(C)C(N(O)C(=O)Nc2ccc(Cl)cc2)N(c2ccc(Cl)cc2)C(=O)N1CC(=O)NN (stereo unspecified)	-14%	-13%	-53*
CCCCCCN1C[C@H](n2cc(-c3ccc(F)cc3)nn2)[C@@H](O)C[C@@H]1c1ccc(Cl)cc1	-12%	·	-104*

# Screening data from PubChem.
